Bim-Bfl-1: inhibitors of Bim binding to Bfl-1, primary screen, biochemical, multiplexed, bead-based flow cytometry | Bim-Bfl-1 binding inhibition | inhibition, % at 10 µM | 190,000 compounds, 0.12% hits | AID 1008, 2008 | Bcl-2-related protein A1 (Homo sapiens), Q16548;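 further: 0% = wells without compound plus tracer and 100% = blocker peptide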
Bcl-2 Bim block: inhibitors of Bim-Bcl-2 binding, primary screen, biochemical, multiplexed, human Bcl-2 family; Apoptosis regulator Bcl-2 (Homo sapiens), P10415; Bead-based flow cytometry, Bim peptide-Bcl-2 binding; inhibition, % at 10 µM; 190,000 compounds, 0.06% hits; AID 950, 2007; in the data active means inhibition above about 40%; inconclusive means no clear call, values can overlap the other calls;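 further: 0% = no compound wells with probe peptide and 100% = reference peptide inhibitor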
Target sequence (P10415 whole entry, looked up): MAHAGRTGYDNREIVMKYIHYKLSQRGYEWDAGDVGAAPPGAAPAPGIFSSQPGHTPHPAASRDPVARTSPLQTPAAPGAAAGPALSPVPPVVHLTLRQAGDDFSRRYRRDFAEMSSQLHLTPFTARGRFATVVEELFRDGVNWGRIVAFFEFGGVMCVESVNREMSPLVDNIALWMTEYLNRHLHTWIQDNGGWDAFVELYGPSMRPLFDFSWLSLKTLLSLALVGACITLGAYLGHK
Bim-Bcl-B: inhibitors of Bim-Bcl-B binding, primary screen, biochemical, multiplexed, human Bcl-2 family; Bcl-2-like protein 10 (Homo sapiens), Q9HD36; bead-based flow cytometry, Bim peptide-Bcl-B binding; inhibition, % at 10 µM; 190,000 compounds, 0.073% hits; AID 951, 2007;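 further: 0% = tracer peptide without compound and 100% = reference inhibitor peptide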
Bcl-W Bim block: inhibitors of Bim binding to Bcl-W, primary screen, biochemical, multiplexed, bead-based flow cytometry | AID 952, 2007 | 190,000 compounds, 0.02% hits | inhibition, % at 10 µM | Bim peptide-Bcl-W binding | Bcl-2-like protein 2 (Homo sapiens), Q92843;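 further: 0% = bound tracer without compound and 100% = peptide blocker; higher means less fluorescent Bim peptide bound to Bcl-W beads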
Mcl1-Noxa inh: Mcl-1/Noxa binding inhibitors, primary screen, biochemical, TR-FRET, 1536-well | inhibition, % at 21.7 µM | 220,000 compounds, 1.5% hits | Induced myeloid leukemia cell differentiation protein Mcl-1 (Homo sapiens), Q07820 | AID 1022, 2008 | TR-FRET Mcl-1/Noxa peptide binding, 2 h;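 active means compounds that cut the protein-peptide binding signal by more than 50% relative to plate controls in a single-dose test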;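 further: His-tagged Mcl-1 with rhodamine Noxa BH3 peptide and terbium anti-His antibody; 0% = Mcl-1 plus Noxa peptide wells and 100% = peptide-only wells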
Target sequence (Q07820 whole entry, looked up): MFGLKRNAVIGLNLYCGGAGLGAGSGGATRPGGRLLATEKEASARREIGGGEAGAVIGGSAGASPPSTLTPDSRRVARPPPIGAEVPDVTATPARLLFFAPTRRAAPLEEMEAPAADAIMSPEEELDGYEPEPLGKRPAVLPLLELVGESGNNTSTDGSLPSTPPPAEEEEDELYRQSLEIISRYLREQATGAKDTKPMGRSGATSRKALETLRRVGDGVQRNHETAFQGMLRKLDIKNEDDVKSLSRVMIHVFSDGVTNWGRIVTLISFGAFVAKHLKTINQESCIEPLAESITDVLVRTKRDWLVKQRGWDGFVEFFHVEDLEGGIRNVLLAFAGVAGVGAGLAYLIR
RGS4-Gao reg: modulators of RGS4 binding to Galphao, primary screen, biochemical, multiplexed bead flow cytometry. Guanine nucleotide-binding protein G(o) subunit alpha (Homo sapiens), P09471. actives lie on both sides. binding response (% of control), % at 10 µM. 220,000 compounds, 0.33% hits; in the data active means binding response below about 49% or above about 150%; inactive means in between;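 further: fluorescent Galphao activated with aluminum fluoride binding bead-coupled RGS4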
Target sequence (P09471 whole entry, looked up): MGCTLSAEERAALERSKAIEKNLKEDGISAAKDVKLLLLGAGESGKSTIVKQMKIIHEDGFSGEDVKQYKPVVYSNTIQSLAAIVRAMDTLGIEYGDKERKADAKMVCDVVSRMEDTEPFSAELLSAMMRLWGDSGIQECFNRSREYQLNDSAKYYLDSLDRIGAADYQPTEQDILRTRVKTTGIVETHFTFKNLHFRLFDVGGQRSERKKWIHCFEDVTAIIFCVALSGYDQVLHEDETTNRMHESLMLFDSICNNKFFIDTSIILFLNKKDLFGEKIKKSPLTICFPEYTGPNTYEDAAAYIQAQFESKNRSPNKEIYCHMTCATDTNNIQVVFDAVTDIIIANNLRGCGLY
Bcl-XL Bim block: inhibitors of Bim-Bcl-XL binding, primary screen, biochemical, multiplexed, bead flow cytometry, human Bcl-XL; Bcl-2-like protein 1 (Homo sapiens), Q07817; Bim peptide-Bcl-XL binding, fluorescence; inhibition, % at 10 µM; 190,000 compounds, 0.04% hits
Mcl-1 Bim block: inhibitors of Bim peptide binding to Mcl-1, primary screen, biochemical, bead-based flow cytometry, multiplex; Bim peptide-Mcl-1 binding; AID 1009, 2008; inhibition, % at 10 µM; Induced myeloid leukemia cell differentiation protein Mcl-1 (Homo sapiens), Q07820; 190,000 compounds, 0.1% hits;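 further: 0% = no compound tracer wells and 100% = peptide blocker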
RGS7-Gao reg: RGS7-Galphao binding modulators, primary screen, biochemical, multiplexed bead flow cytometry | actives lie on both sides | binding response (% of control), % at 10 µM | 220,000 compounds, 0.35% hits | AID 1439, 2008 | Guanine nucleotide-binding protein G(o) subunit alpha (Homo sapiens), P09471; in the data active means binding response below about 49% or above about 150%; inconclusive means no clear call, values can overlap the other calls; inactive means in between;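 further: fluorescent Galphao held in activated GDP-AlF4 state binding bead-coupled RGS7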
RGS8-Gao: RGS8-Galphao binding modulators, primary screen, biochemical, multiplexed bead flow cytometry; response (percent of control binding), % at 10 µM; Guanine nucleotide-binding protein G(o) subunit alpha (Homo sapiens), P09471; AID 1423, 2008; 220,000 compounds, 0.34% hits; actives lie on both sides; in the data active means response below about 60% or above about 140%; inactive means in between;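 further: Galphao activated as the GDP aluminium fluoride complex binding bead-coupled RGS8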
Mcl1-Bid inh: Mcl-1/Bid binding inhibitors, primary screen, biochemical, TR-FRET, 1536-well. TR-FRET Mcl-1/Bid-Dy647 peptide binding. inhibition, % at 21.7 µM. AID 1021, 2008. 220,000 compounds, 0.97% hits. Induced myeloid leukemia cell differentiation protein Mcl-1 (Homo sapiens), Q07820;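 active means compounds that cut the binding signal by more than half at the single screening dose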;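 further: His-tagged Mcl-1 with europium anti-His antibody binding Bid BH3 peptide; 0% = Mcl-1 plus peptide wells and 100% = peptide-only wells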
The depositor's hits bear a star. Unless noted, no stated cut-off is given here; in the data, active means inhibition above about 40%.

Results for CCC(Sc1ncnc2sc(C)c(C)c12)C(=O)OC (configuration not stated) ?
Bim-Bfl-1: -12; Bcl-2 Bim block: -9; Bim-Bcl-B: -10; Bcl-W Bim block: 1; Mcl1-Noxa inh: 12; RGS4-Gao reg: 106; Bcl-XL Bim block: -3; Mcl-1 Bim block: -2; RGS7-Gao reg: 102; RGS8-Gao: 103; Mcl1-Bid inh: -28

What do the screens show for `O=C(NNS(=O)(=O)c1ccc(Br)cc1)c1csnn1`?
Bim-Bfl-1: 1; Bcl-2 Bim block: 0; Bim-Bcl-B: -2; Bcl-W Bim block: 3; Mcl1-Noxa inh: -10; RGS4-Gao reg: 99; Bcl-XL Bim block: 0; Mcl-1 Bim block: 1; RGS7-Gao reg: 100; RGS8-Gao: 101; Mcl1-Bid inh: -29

Results for COc1ccc(OC)c(NC(=O)c2cc(-c3ccc(C)cc3O)n[nH]2)c1 ?
Bim-Bfl-1: -7; Bcl-2 Bim block: -9; Bim-Bcl-B: -7; Bcl-W Bim block: 2; Mcl1-Noxa inh: 32; RGS4-Gao reg: 102; Bcl-XL Bim block: -1; Mcl-1 Bim block: -1; RGS7-Gao reg: 103; RGS8-Gao: 102; Mcl1-Bid inh: -15

How did O=C(NCC(c1ccco1)N1CCOCC1)c1ccc([N+](=O)[O-])cc1 (configuration not stated) do in these assays?
Bim-Bfl-1: 5; Bcl-2 Bim block: 8; Bim-Bcl-B: 1; Bcl-W Bim block: -1; Mcl1-Noxa inh: -6; RGS4-Gao reg: 99; Bcl-XL Bim block: -2; Mcl-1 Bim block: -1; RGS7-Gao reg: inconclusive; RGS8-Gao: 98; Mcl1-Bid inh: -30

How did CCOC(=O)c1c(NC(N)=O)nc2n1CCC2 do in these assays?
Bim-Bfl-1: -2; Bcl-2 Bim block: -2; Bim-Bcl-B: -3; Bcl-W Bim block: -2; Mcl1-Noxa inh: -2; RGS4-Gao reg: 102; Bcl-XL Bim block: 0; Mcl-1 Bim block: 0; RGS7-Gao reg: 99; RGS8-Gao: 101; Mcl1-Bid inh: -5

Results for CCC1=NC(c2ccc(OC)c(OC)c2)N(O)C1(C)C (configuration not stated) ?
Bim-Bfl-1: 0; Bcl-2 Bim block: 0; Bim-Bcl-B: -1; Bcl-W Bim block: 0; Mcl1-Noxa inh: 8; RGS4-Gao reg: 102; Bcl-XL Bim block: -2; Mcl-1 Bim block: -2; RGS7-Gao reg: 101; RGS8-Gao: 105; Mcl1-Bid inh: -7

What do the screens show for `Cc1[nH]n(-c2ccccc2)c(=O)c1CCOC(=O)c1ccc(C(F)(F)F)cc1`?
Bim-Bfl-1: -3; Bcl-2 Bim block: -2; Bim-Bcl-B: 0; Bcl-W Bim block: -2; Mcl1-Noxa inh: 16; RGS4-Gao reg: 100; Bcl-XL Bim block: 0; Mcl-1 Bim block: -4; RGS7-Gao reg: 100; RGS8-Gao: 100; Mcl1-Bid inh: -43

Results for Cc1cc(C(F)F)n2nc(C(=O)Nc3c(F)cc(F)cc3Br)nc2n1 ?
Bim-Bfl-1: 8; Bcl-2 Bim block: 5; Bim-Bcl-B: 5; Bcl-W Bim block: 7; Mcl1-Noxa inh: -8; RGS4-Gao reg: 94; Bcl-XL Bim block: 9; Mcl-1 Bim block: 5; RGS7-Gao reg: 99; RGS8-Gao: 92; Mcl1-Bid inh: -8

What do the screens show for `O=C(CN1CCCCC1)N1CCN(C(=O)CN2CCCCC2)CC1`?
Bim-Bfl-1: -2; Bcl-2 Bim block: -4; Bim-Bcl-B: 1; Bcl-W Bim block: 0; Mcl1-Noxa inh: 2; RGS4-Gao reg: 98; Bcl-XL Bim block: 2; Mcl-1 Bim block: 0; RGS7-Gao reg: 104; RGS8-Gao: 104; Mcl1-Bid inh: -6

What do the screens show for `CCCCC(=O)Nc1cc(C)c2c(=O)oc3ccccc3c2n1`?
Bim-Bfl-1: -14; Bcl-2 Bim block: -3; Bim-Bcl-B: 0; Bcl-W Bim block: 1; Mcl1-Noxa inh: -43; RGS4-Gao reg: 96; Bcl-XL Bim block: -2; Mcl-1 Bim block: 2; RGS7-Gao reg: 94; RGS8-Gao: 97; Mcl1-Bid inh: -14

How did O=C(NNC(=O)c1ccccc1Br)c1ccccc1Cl do in these assays?
Bim-Bfl-1: 0; Bcl-2 Bim block: -5; Bim-Bcl-B: -3; Bcl-W Bim block: -6; Mcl1-Noxa inh: 11; RGS4-Gao reg: 96; Bcl-XL Bim block: -4; Mcl-1 Bim block: -4; RGS7-Gao reg: 95; RGS8-Gao: 92; Mcl1-Bid inh: -7

Results for Cc1cc2ccccc2c(=O)n1CC(=O)NCC1COc2ccccc2O1 (configuration not stated) ?
Bim-Bfl-1: -3; Bcl-2 Bim block: -5; Bim-Bcl-B: -5; Bcl-W Bim block: -2; Mcl1-Noxa inh: 10; RGS4-Gao reg: 101; Bcl-XL Bim block: -6; Mcl-1 Bim block: -4; RGS7-Gao reg: 100; RGS8-Gao: 101; Mcl1-Bid inh: -10

Results for Cc1cccc(C(=O)O/N=C/c2ccc(Br)cc2)c1 ?
Bim-Bfl-1: -5; Bcl-2 Bim block: 0; Bim-Bcl-B: -2; Bcl-W Bim block: -2; Mcl1-Noxa inh: 2; RGS4-Gao reg: 94; Bcl-XL Bim block: -3; Mcl-1 Bim block: 0; RGS7-Gao reg: 95; RGS8-Gao: 98; Mcl1-Bid inh: 2

What do the screens show for `Cc1nc2sc(C(c3cccc(F)c3)N3CCOCC3)c(O)n2n1` (configuration not stated)?
Bim-Bfl-1: -11; Bcl-2 Bim block: -9; Bim-Bcl-B: -9; Bcl-W Bim block: -1; Mcl1-Noxa inh: 4; RGS4-Gao reg: 100; Bcl-XL Bim block: -7; Mcl-1 Bim block: -2; RGS7-Gao reg: 99; RGS8-Gao: 104; Mcl1-Bid inh: -14

What do the screens show for `COc1ccc(NC(=O)CN2CCC(NC(=O)C3CCCCC3)CC2)cc1`?
Bim-Bfl-1: 0; Bcl-2 Bim block: 0; Bim-Bcl-B: 1; Bcl-W Bim block: 0; Mcl1-Noxa inh: 15; RGS4-Gao reg: 100; Bcl-XL Bim block: 2; Mcl-1 Bim block: 0; RGS7-Gao reg: 100; RGS8-Gao: 106; Mcl1-Bid inh: -43

How did O=C(NCc1ccc(F)cc1)c1c(O)c2cccc3c2n(c1=O)CCC3 do in these assays?
Bim-Bfl-1: 0; Bcl-2 Bim block: 2; Bim-Bcl-B: -7; Bcl-W Bim block: 0; Mcl1-Noxa inh: -8; RGS4-Gao reg: 102; Bcl-XL Bim block: -9; Mcl-1 Bim block: -2; RGS7-Gao reg: 99; RGS8-Gao: 101; Mcl1-Bid inh: -11

How did CS(=O)(=O)N1CCc2cc(-c3csc(NC(=O)C(c4ccccc4)c4ccccc4)n3)ccc21 do in these assays?
Bim-Bfl-1: -5; Bcl-2 Bim block: 0; Bim-Bcl-B: -2; Bcl-W Bim block: 0; Mcl1-Noxa inh: -11; RGS4-Gao reg: 100; Bcl-XL Bim block: -3; Mcl-1 Bim block: -6; RGS7-Gao reg: 101; RGS8-Gao: 102; Mcl1-Bid inh: -25

What do the screens show for `CC(NC(=O)COc1ccc(Oc2ccccc2)cc1)C(=O)O` (configuration not stated)?
Bim-Bfl-1: -15; Bcl-2 Bim block: -10; Bim-Bcl-B: -6; Bcl-W Bim block: -2; Mcl1-Noxa inh: -7; RGS4-Gao reg: 102; Bcl-XL Bim block: -6; Mcl-1 Bim block: -1; RGS7-Gao reg: 101; RGS8-Gao: 100; Mcl1-Bid inh: 4

Results for Cc1ccc(C(=O)Nc2ccc(C(F)(F)F)n(C)c2=O)cc1 ?
Bim-Bfl-1: -2; Bcl-2 Bim block: 0; Bim-Bcl-B: -1; Bcl-W Bim block: 0; Mcl1-Noxa inh: 0; RGS4-Gao reg: 103; Bcl-XL Bim block: -2; Mcl-1 Bim block: -2; RGS7-Gao reg: 101; RGS8-Gao: 100; Mcl1-Bid inh: 2

How did COc1ccc(-c2cc(C)nc3nc(N)nn23)cc1 do in these assays?
Bim-Bfl-1: -10; Bcl-2 Bim block: -9; Bim-Bcl-B: -3; Bcl-W Bim block: 5; Mcl1-Noxa inh: 28; RGS4-Gao reg: 98; Bcl-XL Bim block: -1; Mcl-1 Bim block: 2; RGS7-Gao reg: 95; RGS8-Gao: 100; Mcl1-Bid inh: 2

Results for O=c1c(Cc2c(F)cccc2Cl)c(O)ccn1CCc1c[nH]c2ccccc12 ?
Bim-Bfl-1: -4; Bcl-2 Bim block: 0; Bim-Bcl-B: -2; Bcl-W Bim block: 1; Mcl1-Noxa inh: 17; RGS4-Gao reg: 95; Bcl-XL Bim block: 0; Mcl-1 Bim block: 1; RGS7-Gao reg: 101; RGS8-Gao: 108; Mcl1-Bid inh: -3

What do the screens show for `COc1ccc(N2C(=O)CCC(C(=O)N3CCCCC3)C2c2ccc(OC)c(OC)c2)cc1` (configuration not stated)?
Bim-Bfl-1: -8; Bcl-2 Bim block: -7; Bim-Bcl-B: -9; Bcl-W Bim block: 4; Mcl1-Noxa inh: -9; RGS4-Gao reg: 104; Bcl-XL Bim block: -3; Mcl-1 Bim block: 0; RGS7-Gao reg: 100; RGS8-Gao: 103; Mcl1-Bid inh: -17

What do the screens show for `COc1ccccc1N(C)S(=O)(=O)c1ccc(Cl)c(C(=O)N2CCC(C(N)=O)CC2)c1`?
Bim-Bfl-1: -8; Bcl-2 Bim block: -4; Bim-Bcl-B: -5; Bcl-W Bim block: 0; Mcl1-Noxa inh: -19; RGS4-Gao reg: 101; Bcl-XL Bim block: -6; Mcl-1 Bim block: -2; RGS7-Gao reg: 103; RGS8-Gao: 105; Mcl1-Bid inh: -15

What do the screens show for `CCCC(=O)Nc1nc(C)c(C(C)=O)s1`?
Bim-Bfl-1: -5; Bcl-2 Bim block: -1; Bim-Bcl-B: -3; Bcl-W Bim block: -1; Mcl1-Noxa inh: -19; RGS4-Gao reg: 100; Bcl-XL Bim block: -3; Mcl-1 Bim block: -1; RGS7-Gao reg: 100; RGS8-Gao: 105; Mcl1-Bid inh: -37

How did CC(=O)OCC#CCSc1nc2ccccc2n1C do in these assays?
Bim-Bfl-1: 1; Bcl-2 Bim block: 3; Bim-Bcl-B: 0; Bcl-W Bim block: 0; Mcl1-Noxa inh: 16; RGS4-Gao reg: 106; Bcl-XL Bim block: 1; Mcl-1 Bim block: 0; RGS7-Gao reg: 104; RGS8-Gao: 104; Mcl1-Bid inh: 3

Compound activity from PubChem BioAssay.

Compounds were not picked by outcome; any-hit rate near 2.7%.
